# KLK7 zymogen act: activates the human kallikrein-7 zymogen | 370,000 tested, 0.9% active | activation, % at 7 µM | purified proKLK7, EDANS-DABCYL substrate fluorescence; 100% is mature enzyme control, 0% vehicle;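 active = activation above the mean of all tested compounds plus 3 SD, computed per campaign excluding outliers beyond control limits, cut at about 13% in these data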
# Target sequence (P49862 whole entry, looked up): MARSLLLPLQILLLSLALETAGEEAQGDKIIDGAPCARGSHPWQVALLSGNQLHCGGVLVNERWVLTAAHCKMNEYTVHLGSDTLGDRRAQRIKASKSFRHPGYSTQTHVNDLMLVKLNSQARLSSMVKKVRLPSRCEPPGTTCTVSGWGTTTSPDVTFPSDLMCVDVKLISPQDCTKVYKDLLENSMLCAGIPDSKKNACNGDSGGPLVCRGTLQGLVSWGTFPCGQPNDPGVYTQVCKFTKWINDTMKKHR
# DAX1 inh-1: inhibitors of human orphan nuclear receptor DAX1 (NR0B1); P51843; 340,000 tested, 0.99% active; HEK293 Gal4-DAX1 luciferase reporter, luminescence; inhibition, % at 6.75 µM; AID 504766;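 active = inhibition above the mean over all tested compounds plus 3 SD, cut at about 4.2% in these data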;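 note: 0% = DAX1-transfected cells with DMSO and 100% = empty-vector control cells with DMSO; inhibition shows as a rise in luminescence from relieved DAX1 repression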
# Target sequence (P51843 207-470 limits assumed): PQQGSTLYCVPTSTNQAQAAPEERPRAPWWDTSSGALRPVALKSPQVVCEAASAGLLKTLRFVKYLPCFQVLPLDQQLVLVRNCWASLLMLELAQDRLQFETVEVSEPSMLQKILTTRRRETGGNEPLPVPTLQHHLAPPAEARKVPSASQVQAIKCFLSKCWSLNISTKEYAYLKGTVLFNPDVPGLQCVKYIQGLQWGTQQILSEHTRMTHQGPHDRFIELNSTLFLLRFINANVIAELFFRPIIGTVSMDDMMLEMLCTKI
# sPLA2-III inh: Blocks human group III sPLA2 activity | QFRET BODIPY PC-A2 liposome hydrolysis, fluorescence | inhibition, % at 12.2 µM | 370,000 tested, 0.56% active;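 active = inhibition above mean plus 3 SD of compounds lying within the high and low control bounds, cut at about 19% in these data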;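 note: 0% = median of test compound wells and 100% = no enzyme DMSO wells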
# Target sequence (Q9NZ20 whole entry, looked up): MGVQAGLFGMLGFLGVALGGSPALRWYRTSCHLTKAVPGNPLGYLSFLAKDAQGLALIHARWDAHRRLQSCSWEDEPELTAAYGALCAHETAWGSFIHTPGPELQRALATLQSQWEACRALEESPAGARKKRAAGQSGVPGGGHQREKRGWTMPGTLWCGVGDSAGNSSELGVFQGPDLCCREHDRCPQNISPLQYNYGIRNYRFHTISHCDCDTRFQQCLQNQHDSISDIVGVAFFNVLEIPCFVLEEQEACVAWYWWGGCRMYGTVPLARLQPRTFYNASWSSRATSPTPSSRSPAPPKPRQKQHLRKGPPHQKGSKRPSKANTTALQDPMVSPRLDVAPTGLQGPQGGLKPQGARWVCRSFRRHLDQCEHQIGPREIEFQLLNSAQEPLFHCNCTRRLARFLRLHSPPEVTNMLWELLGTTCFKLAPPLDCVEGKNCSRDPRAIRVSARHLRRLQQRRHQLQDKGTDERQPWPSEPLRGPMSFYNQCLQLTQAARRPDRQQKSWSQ
# ssDAF12 agonist: activates DAF-12 receptor from parasite S. stercoralis | HEK293 ssDAF-12/GRIP1 lit1-tk-luc reporter, luminescence; % of 3 µM dafachronic acid response | activation, % at 6.8 µM | 370,000 tested, 1% active;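 active = activation above the mean over all tested compounds plus 3 SD, cut at about 0.9% in these data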;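 note: 0% = DMSO-only wells and 100% = 3 µM delta7-dafachronic acid wells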
# SMARCA2 act: activators of SMARCA2 function; MG213 cells, MMTV-luciferase reporter, dexamethasone, overnight; activation, % at 9.1 µM; 370,000 tested, 1% active; AID 652017; in the data active = activation above about 7.8%;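 note: 0% = vehicle wells and 100% = reference activator wells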
# NPR2 activator: GC-B (human) receptor activation; 370,000 tested, 0.11% active; P20594; activation, % at 10 µM; AID 1920062; HEK293-GC-B cells, CNP EC30, cGMP TR-FRET; 0% at EC30 CNP, 100% saturating CNP;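 active = activation at 10 µM reaching about 35% in either raw or pattern-adjusted values, limit read from the data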
# GAA850 FXN act: activators of GAA850 frataxin (FXN) promoter; HEK293 lucGAA850 FXN promoter luciferase reporter, 24 h; percent of 10 µM SAHA response; activation, % at 6 µM; 360,000 tested, 0.56% active; AID 540364;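 active = activation above the average of all compounds screened plus 3 SD, cutoff fixed separately per campaign, cut at about 7.5% in these data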;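 note: 0% = DMSO wells and 100% = 10 µM SAHA wells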
# hgDAF-12 ag: agonists of H. glycines DAF-12 nuclear receptor; HEK293 GAL4-hgDAF12 UAS-luciferase reporter, agonist luminescence; normalized to butyrate control; activation, % at 6.8 µM; 370,000 tested, 1.8% active; AID 687014;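 active = activation above a cutoff set at the mean of all screened compounds plus 3 SD, cut at about 10% in these data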;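 note: 0% = DMSO wells and 100% = sodium butyrate wells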
# hcDAF-12 act: H. contortus DAF-12 activation, primary screen | activation, % at 6.8 µM | HEK293 hcDAF-12 lit1-tk-luc reporter, luminescence; 0% DMSO, 100% Δ7-dafachronic acid | 370,000 tested, 1.4% active | AID 652067;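 active = activation above the mean of all tested compounds plus 3 SD, cut at about 5.5% in these data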;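 note: 100% = response to 3 µM Δ7-dafachronic acid high control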
# GC-A act: GC-A (human) enzyme activation; P16066; HEK293 GC-A cells, cGMP TR-FRET, EC30 ANP; 0% at EC30 ANP, 100% saturating ANP; activation, % at 10 µM; 370,000 tested, 0.14% active; AID 1671463; in the data active = activation above about 40%
# DAX1 inh-2: blocks DAX1 repression of SF-1 activated StAR promoter. HEK293T StAR-luciferase reporter, SF-1/DAX-1 repression relief. inhibition, % at 6.8 µM. 370,000 tested, 1.1% active. AID 652010;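 active = inhibition above the mean over all tested compounds plus 3 SD, cut at about 3.6% in these data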;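 note: 0% = DAX-1 cells with DMSO and 100% = cells lacking DAX-1 with DMSO; higher inhibition means more luminescence from relief of DAX-1 repression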
# Numbers without * were called inactive; . = no result given.
SMILES,KLK7 zymogen act,DAX1 inh-1,sPLA2-III inh,ssDAF12 agonist,SMARCA2 act,NPR2 activator,GAA850 FXN act,hgDAF-12 ag,hcDAF-12 act,GC-A act,DAX1 inh-2
COc1cccc(NC(=O)c2ccc(S(=O)(=O)N3CCCCC3)cc2)c1,0.4,-0.2,-7,-1.2,-1,0,-2.9,-0.2,-2.6,-1,0.6
O=C(NCc1ccccn1)c1ccccc1OCc1ccc(Cl)cc1Cl,-0.2,-0.4,-4,-1.6,1,11,-0.1,1.4,-2.0,10,-1.6
CC(=O)NC1C(=O)N(CC(C)C)c2ccccc21 (stereo not given),0.2,-0.2,0,-1.8,-2,2,-1.3,-0.7,-1.3,0,-0.6
Cc1cccc(Nc2nnc(SCC(=O)NC3CCCc4ccccc43)s2)c1C (stereo not given),0.1,0.6,-17,-1.8,-5,3,0.2,-0.3,-3.5,-3,-0.6
CCC1CCCCN1C(=O)COc1ccc2c3c(c(=O)oc2c1)CCC3 (stereo not given),-2.4,-0.2,1,-1.5,1,-1,1.1,-3.1,-2.2,1,-3.3
O=C(COc1ccc(Br)cc1)NCCN1CCCC1,0.2,2.5,4,-1.1,-3,4,0.4,-1.9,0.0,-1,-0.6
CCOc1ccccc1C(=O)OCC(=O)Nc1cccc(S(=O)(=O)N2CCCC2)c1,-0.3,-0.8,-5,-0.9,-4,8,-0.3,1.6,-1.6,4,-1.1
CC(C(=O)NCC1CCCCC1)N1CCN(S(=O)(=O)c2cccs2)CC1 (stereo not given),0.2,-1.3,5,-1.6,-1,3,3.2,3.8,-0.4,4,-1.2
CC(=N/O)/C(=N\O)c1ccc(C)o1,1.0,0.0,6,-1.0,-2,1,-0.3,-0.2,-1.7,-1,-0.9
COc1ccc(Cl)cc1N(C(=O)c1ccco1)C(C(=O)NC1CCCC1)c1cccnc1 (stereo not given),-0.5,0.5,-1,-0.9,3,-10,-2.5,-0.5,-1.1,-15,0.3
CN(C)/C=C/C(=O)c1ccc(Br)cc1,-0.5,-1.0,-7,-1.3,0,1,2.6,2.7,-1.9,-1,-0.6
CC(C)c1ccc(CNc2ncc(Br)cn2)cc1,0.3,0.0,3,-1.0,-2,2,5.2,1.7,0.9,-1,0.2
O=c1[nH]c2ccc(NCc3ccc(F)cc3)cc2[nH]1,0.1,-0.8,6,-1.4,-2,-3,1.1,-1.7,0.1,-5,-0.1
Cc1nnc(N2C(=O)C(=O)/C(=C(\O)c3ccc4c(c3)CC(C)O4)C2c2ccccc2)s1 (stereo not given),0.2,1.0,-8,-0.8,0,-1,-1.3,0.9,0.8,5,-0.2
COc1ccc(N2CCN(C(=O)CNS(=O)(=O)c3ccc(Br)s3)CC2)cc1,0.1,-1.5,-3,-1.5,-1,3,0.9,-0.3,-2.3,-2,-0.6

# An excerpt from above with just KLK7 zymogen act and hcDAF-12 act.
structure | KLK7 zymogen act | hcDAF-12 act
CC(=O)NC1C(=O)N(CC(C)C)c2ccccc21 (stereo not given) | 0.2 | -1.3
O=C(COc1ccc(Br)cc1)NCCN1CCCC1 | 0.2 | 0.0
COc1ccc(N2CCN(C(=O)CNS(=O)(=O)c3ccc(Br)s3)CC2)cc1 | 0.1 | -2.3
COc1ccc(Cl)cc1N(C(=O)c1ccco1)C(C(=O)NC1CCCC1)c1cccnc1 (stereo not given) | -0.5 | -1.1
CCC1CCCCN1C(=O)COc1ccc2c3c(c(=O)oc2c1)CCC3 (stereo not given) | -2.4 | -2.2

# Next section
SMILES,KLK7 zymogen act,DAX1 inh-1,sPLA2-III inh,ssDAF12 agonist,SMARCA2 act,NPR2 activator,GAA850 FXN act,hgDAF-12 ag,hcDAF-12 act,GC-A act,DAX1 inh-2
O=C(Cc1ccc(Cl)cc1)Nc1ccc(CN2CCCCC2)cc1,-0.1,0.7,-14,-1.2,1,2,0.6,-0.4,-1.3,1,-0.3
COc1cccc(C(=O)Nc2cc(=O)n(C)c(=O)n2C)c1,0.1,0.9,0,-1.6,1,3,1.7,1.6,-0.6,1,0.0
O=[N+]([O-])c1cccc(-c2nn(-c3ccccc3)cc2CO)c1,0.3,0.3,-4,-1.0,3,-4,3.5,1.2,-2.1,1,-0.3
CCCCn1c(N)c(N(CCC(C)C)C(=O)C2CC(=O)N(Cc3ccc(C)cc3)C2)c(=O)[nH]c1=O (stereo not given),-0.2,-1.6,-2,-0.9,0,-1,2.8,0.4,-0.7,-1,-0.6
COc1ccc(NC(=O)CSc2nnc(NC(C)=O)s2)c([N+](=O)[O-])c1,0.6,0.8,3,-1.3,-1,3,3.5,-1.9,-0.5,2,-0.4
CN(Cc1c(C(=O)N/N=C/c2ccccc2F)nnn1-c1nonc1N)c1ccccc1,-0.7,-0.1,1,0.0,-2,0,-0.8,0.7,-0.1,4,0.1
Cc1ccccc1OCCC(=O)N(Cc1ccccc1)c1c(N)n(Cc2ccccc2)c(=O)[nH]c1=O,0.3,-0.8,-5,-0.9,4,-1,-9.3,-1.2,0.3,-3,0.5
Cc1cc(C)nc(-n2nc(C)cc2NC(=O)CNC(C)c2ccccc2)n1 (stereo not given),-0.1,1.0,-3,-1.1,0,-2,1.0,-0.6,-0.2,5,-0.4
CCN(CC(=O)Nc1c(F)cccc1F)C(=O)Cn1c(=O)cnc2ccccc21,-0.6,0.4,13,-1.4,-5,3,0.7,-0.9,-2.0,2,0.4
COc1ccc(NC(=O)c2cc(S(=O)(=O)N3CCCCC3)c[nH]2)cc1Cl,2.2,0.6,-1,-1.6,-3,-24,-1.9,-3.6,-2.0,-26,0.1
CCC(CC)c1nnc(NC(=O)c2cccnc2SC)s1,0.1,-0.6,-3,-0.1,2,0,0.2,1.9,0.7,0,0.1
Cc1noc(C)c1C(=O)OCC(=O)Nc1cccc(S(=O)(=O)N(C)C)c1,0.0,-0.4,-10,-0.3,-2,1,-0.5,-1.5,0.4,0,0.1
CCOc1ccc(C(=O)Nc2ccc(N3CCN(C(C)=O)CC3)cc2)cc1[N+](=O)[O-],0.0,-1.6,-2,-1.8,-2,4,1.7,-0.4,-3.9,1,-0.9
COc1ccc(OC)c(C(=O)CN2CCN(S(=O)(=O)c3ccc(Br)cc3)CC2)c1,0.4,-0.1,0,-0.5,-1,4,5.0,1.4,1.5,-3,-1.0
Cc1c(OC(C)C(=O)NCCCn2ccnc2)ccc2c3c(c(=O)oc12)CCC3 (stereo not given),-19,0.4,-1,-1.3,-2,-4,0.6,-1.9,-2.5,2,-1.0
Cn1c2ccc(F)cc2c2ncn(CCN3CCOCC3)c(=O)c21,0.3,7.2*,0,-0.3,0,-3,1.6,2.5,2.8,-1,0.1
O=C(Cn1cnc2cc([N+](=O)[O-])ccc2c1=O)Nc1ccccc1Cl,-0.5,-1.7,-2,-0.3,1,-4,0.2,-5.9,-1.4,14,-0.7
COCCNC(=O)CN(C(=O)CCC(=O)Nc1ccccn1)c1ccc(C)cc1,-0.1,-1.1,14,-0.7,-1,9,2.7,-0.8,-1.2,10,0.0
CCN1CCN(C(c2cccs2)C(C)NS(=O)(=O)c2ccc(C)cc2)CC1 (stereo not given),0.5,0.1,4,-0.2,-1,-5,2.6,-0.9,-0.1,-9,0.7
Cc1oncc1C(=O)NC1CCCCC1,0.9,3.4,-1,-1.0,2,4,-0.5,-1.4,-2.0,3,0.9
CCCn1ncc(CN2CCC(CO)(Cc3ccc(OC)cc3)CC2)c1C,0.6,.,-1,-0.6,0,0,2.6,0.2,-1.2,-2,0.0
O=C(CC1SC(=O)N(Cc2cccc3ccccc23)C1=O)Nc1nccs1 (stereo not given),-0.4,-0.5,-43,-1.7,-1,0,0.4,0.4,-1.8,-1,-1.7
CC(=O)N1CCN(CC(O)Cn2c3ccccc3c3ccccc32)CC1 (stereo not given),-0.6,-1.1,-2,-0.8,-2,5,1.3,0.0,-2.9,-3,-0.5
Cc1ccc(S(=O)(=O)Nc2ccc(Br)cc2C(NCC(=O)O)c2ccccc2)cc1 (stereo not given),0.6,-0.1,-48,-1.2,1,0,1.0,0.5,2.3,0,-0.1
C[C@]12CCC(=O)C=C1CC[C@@H]1[C@@H]2[C@@H](O)C[C@]2(C=O)[C@@H](C(=O)CO)CC[C@@H]12,-0.5,1.1,-1,-1.6,-1,6,2.8,-1.5,-1.2,5,0.0
O=C(Nc1ccccc1)C1C2CCC3C(CCC21)C3(Cl)Cl (stereo not given),0.9,0.3,1,-1.1,-3,7,1.8,0.9,-1.6,3,-0.1
Fc1ccccc1COc1ccc(Br)cc1CNCC1CCCO1 (stereo not given),-0.6,0.6,-6,-1.5,-1,-17,-1.7,4.2,-2.2,-37,-1.2
Cc1cc(Nc2ccc(N(C)C)cc2)n2ncnc2n1,-0.5,-0.6,10,-1.6,-2,-2,1.9,0.8,-1.1,-5,-0.3
CCCOc1ccc(-c2c(C(=O)N/N=C/C3CC=CCC3)nnn2-c2nonc2N)cc1 (stereo not given),-0.6,0.6,-21,-0.1,-4,-8,1.3,0.7,-1.7,2,1.3
Cc1c(C(=O)NCc2ccccn2)oc2ccc(S(=O)(=O)N3CCOCC3)cc12,0.7,-0.9,-1,-1.5,2,4,3.6,-3.9,-0.7,4,0.7
Fc1ccc(C(CCCn2nnc(-c3cccnc3)n2)c2ccc(F)cc2)cc1,0.3,-0.9,-21,-2.1,-3,-11,-1.1,-1.2,-2.9,-39,-1.7
COc1ccc(/C=N/n2c(-c3ccc(C)cc3)n[nH]c2=S)cc1OC,-0.7,0.9,11,-1.1,-3,-4,4.9,-1.6,-2.6,2,0.3
CN(C)S(=O)(=O)c1ccc(C(=O)NCCS(=O)(=O)N2CCN(c3ccc(F)cc3)CC2)cc1,-0.3,-0.1,1,-1.1,-3,2,-2.2,-1.5,-0.3,0,-1.1
O=[N+]([O-])c1cc(S(=O)(=O)Nc2ccccc2)ccc1-n1nnc2ccccc21,-0.1,-1.1,-36,-0.9,-3,-1,-0.2,0.1,-0.4,0,0.3
COc1ccc(/C=N/NC(=O)CCn2nc(C)cc2C)cc1,-0.4,1.9,1,-0.8,0,-1,0.1,0.9,0.1,3,0.6
CN(c1ccc(C(=O)NCCSCc2ccc(Cl)cc2)cc1)S(=O)(=O)c1ccccc1,1.1,-0.5,-46,-2.0,-3,-11,2.9,-0.8,-2.2,-10,-0.7
CCCCOc1ccc(C(=O)NC2CCCCN(C(C)C)C2=O)cc1 (stereo not given),0.5,.,3,-0.4,-4,-2,.,3.0,-3.6,5,-1.6
O=C(CNC(=O)c1ccc(Br)cc1)OCc1cc([N+](=O)[O-])cc2c1OCOC2,0.5,0.2,3,-1.3,-3,-5,-2.9,2.5,0.5,4,0.0

# Two neighbouring records from above, for reference:
SMILES,KLK7 zymogen act,DAX1 inh-1,sPLA2-III inh,ssDAF12 agonist,SMARCA2 act,NPR2 activator,GAA850 FXN act,hgDAF-12 ag,hcDAF-12 act,GC-A act,DAX1 inh-2
CCCCOc1ccc(C(=O)NC2CCCCN(C(C)C)C2=O)cc1 (stereo not given),0.5,.,3,-0.4,-4,-2,.,3.0,-3.6,5,-1.6
O=C(CNC(=O)c1ccc(Br)cc1)OCc1cc([N+](=O)[O-])cc2c1OCOC2,0.5,0.2,3,-1.3,-3,-5,-2.9,2.5,0.5,4,0.0
